Screening results from PubChem BioAssay.
Yeast lifespan up = extends the lifespan of yeast | 130,000 tested, 0.68% active | inhibition of the nicotinamide effect, % at 10 µM | S. cerevisiae growth with nicotinamide, OD615; deaD strain in restrictive glucose medium;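 active = inhibition above a set limit, placed 3 SD over the median of all compounds, cut at about 26% in these data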;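 also: 0% = nicotinamide-treated wells and 100% = cells grown without nicotinamide; some compounds called inactive have numbers as strong as hits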
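Material: Modified budding yeast, DeaD strain | Medium: Restrictive glucose medium | Probe or stimulus: 1.5 mM nicotinamide | Dosing: Single dose 10 µM compound, 0.25% DMSO | Times: 48 h at 30 °C | Technique: OD615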
GALR2 blocker = blocks the human galanin receptor 2. 140,000 tested, 0.39% active. GALR2-expressing cells, antagonist mode. inhibition, % at 4 µM. AID 828. O43603; in the data active = inhibition above about 27%;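 also: cells stimulated with galanin 1-16 at roughly its EC80; 0% = agonist challenge control and 100% = basal control without agonist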
Target sequence (O43603 whole entry, looked up): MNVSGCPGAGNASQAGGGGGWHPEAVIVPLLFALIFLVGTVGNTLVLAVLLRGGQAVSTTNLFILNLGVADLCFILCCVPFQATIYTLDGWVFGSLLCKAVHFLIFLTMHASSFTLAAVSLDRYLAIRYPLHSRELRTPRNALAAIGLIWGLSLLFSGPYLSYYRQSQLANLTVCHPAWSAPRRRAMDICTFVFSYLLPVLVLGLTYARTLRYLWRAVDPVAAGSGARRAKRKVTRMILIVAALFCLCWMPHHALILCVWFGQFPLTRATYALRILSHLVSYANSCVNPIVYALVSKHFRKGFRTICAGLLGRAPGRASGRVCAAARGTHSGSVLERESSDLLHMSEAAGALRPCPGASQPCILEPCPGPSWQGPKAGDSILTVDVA
PTEN del growth = growth suppressors of cells with PTEN tumor suppressor deletion | HCT116 PTEN-null viability, CellTiter-Glo, 60 h; stronger effect = lower value | viability, % at 10 µM | 140,000 tested, 1.2% active;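 active = viability at or below a set limit, 4 SD under the median of all tested compounds, cut at about 3.7% in these data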;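 also: PTEN knockout HCT116 line with beta catenin targeted HCT116 as companion control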
bCat KO growth = beta-catenin-lacking colon tumor cell growth suppression; HCT116 beta-catenin knockout viability, CellTiter-Glo, 60 h; stronger effect = lower value; viability, % at 10 µM; 140,000 tested, 1.5% active;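 active = viability at or under a set limit, the compound median less 4 SD, cut at about 6% in these data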;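 also: 0% = Hyamine 1622 control at 20 µM and 100% = untreated cell control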
NPY Y2 blocker = NPY-Y2 (human) receptor antagonism; NPY-Y2 expressing cells, antagonist mode; inhibition, % at 2.7 µM; 140,000 tested, 0.99% active; AID 793; in the data active = inhibition above about 17%;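 also: 0% = vehicle with agonist challenge and 100% = reference antagonist with challenge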
Target sequence (P49146 whole entry, looked up): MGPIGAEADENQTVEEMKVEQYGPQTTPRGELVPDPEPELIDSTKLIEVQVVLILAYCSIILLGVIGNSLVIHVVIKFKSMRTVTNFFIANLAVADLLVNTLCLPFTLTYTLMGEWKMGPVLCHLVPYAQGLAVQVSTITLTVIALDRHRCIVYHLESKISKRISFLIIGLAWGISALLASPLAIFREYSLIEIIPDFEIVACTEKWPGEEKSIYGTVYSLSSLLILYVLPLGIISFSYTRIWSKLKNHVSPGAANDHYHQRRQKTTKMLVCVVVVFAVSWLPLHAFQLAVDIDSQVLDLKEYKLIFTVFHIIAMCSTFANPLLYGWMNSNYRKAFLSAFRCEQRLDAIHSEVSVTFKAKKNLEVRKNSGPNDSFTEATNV
Yeast growth inh = reduces growth of yeast BB579 in restrictive medium. S. cerevisiae BB579 growth, OD615, 48 h. inhibition, % at 10 µM. 140,000 tested, 0.51% active. AID 804;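 active = inhibition above a set limit, 3 SD over the mean compound inhibition, cut at about 44% in these data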; also: inactives centre near -24
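Test system: Saccharomyces cerevisiae DeaD strain BB579, replicative lifespan model yeast | Buffer or medium: Restrictive CSMM-D medium | Doses: One dose, 10 µM compound with 0.25% DMSO | Incubation: 48 h exposure, 30 °C | Detection: Culture absorbance at 615 nm | Control set: Amphotericin B at 10 µg/mL as positive control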
Measles CPE = protection of cells from measles virus; Measles virus-infected cells, CPE protection, absorbance; protection (pct of control), % at 4 µM; 140,000 tested, 1.5% active; AID 841; in the data active = protection mostly above about 24%, no sharp cut-off; inactive = mostly below about 26%; also: some compounds called inactive have numbers as strong as hits
Phagocyt inh = blocks phagocytosis by macrophages | J774A.1 macrophage IgG-bead phagocytosis, imaging | AID 1029 | inhibition, % at 5 µM | 110,000 tested, 0.07% active;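 active = inhibition above the mean of the plate negative controls plus 5 SD, cut at about 13% in these data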;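 also: phagocytic index as fraction of beads internalized from green versus red external bead signal; plate controls were DMSO negative control for no effect and cytochalasin-D positive control for full effect; some results beyond the cut were filed as inactive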
MRP-1 activ = activates MRP-1; H69AR cells + doxorubicin, viability rescue, CellTiter-Glo; viability increase, % at 10 µM; 140,000 tested, 0.61% active;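 active = viability gain under doxorubicin at or above a set limit, the compound median plus 3 SD, cut at about 4.7% in these data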;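 also: MRP-1 overexpressing cells given doxorubicin 25 µM after compound pretreatment; 18-22 h compound pretreatment then 72 h with doxorubicin before readout; 0% = doxorubicin-only wells and 100% = vehicle-treated cells without doxorubicin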
E-sel TNF inh = blocks E-selectin expression induced by TNF alpha; inhibition, % at 2 µM; HUVEC TNFa-induced E-selectin immunofluorescence, high content; AID 1246; 120,000 tested, 0.71% active;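 active = inhibition above the batch mean plus 3 SD, and confirmed as a hit on visual image review, cut at about 43% in these data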;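 also: 0% = TNF-stimulated DMSO wells and 100% = unstimulated control wells; not every result past the cut was called active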
* hit, by the source's call; nt = no result given.

Every second line gives: Yeast lifespan up	GALR2 blocker	PTEN del growth	bCat KO growth	NPY Y2 blocker	Yeast growth inh	Measles CPE	Phagocyt inh	MRP-1 activ	E-sel TNF inh
- O=C(O)C1CC(=O)N(Cc2cccs2)C1 (configuration not stated)
  -6	4	111	96	6	-79	19	1	0.7	14
- O=C(NCc1ccccn1)c1ccc2nc(-c3ccco3)c(-c3ccco3)nc2c1
  2	9	76	73	2	-36	8	nt	-1.6	-42
- CCc1cc2c(CN3CCN(CC)CC3)cc(=O)oc2cc1O
  -20	3	86	83	1	-24	4	1	-3.1	-44
- CC1(C)CC(C#N)(N2CCOCC2)CCO1 (configuration not stated)
  -21	-5	97	97	1	8	3	1	-2.1	-9
- O=C(c1ccc2nc(N3CCOCC3)sc2c1)N1CCN(C(=O)c2ccco2)CC1
  -2	-15	88	87	5	-21	18	-1	-3.2	-14
- CCOC(=O)N1CCN(C(=O)c2cc(-c3ccc(F)cc3)[nH]c2C)CC1
  -15	4	88	95	-1	-34	10	nt	-0.3	nt
- S=C(NCc1cccs1)Nc1cccc(Cl)c1
  -5	7	92	92	5	-7	8	-1	-4.4	5
- Cc1cc(/C=C2/SC(=S)N(c3ccc([N+](=O)[O-])cc3)C2=O)c(C)n1-c1cccnc1
  8	7	15	12	0	-31	11	-1	-1.3	3
- CCOC(=O)c1ccc(Nc2ncnc3ccc(C)cc23)cc1
  -15	3	89	90	2	-45	5	0	-1.2	-12
- COC(=O)C(CCSC)NC(=O)C12CC3CC(CC(C3)C1)C2 (configuration not stated)
  4	-8	103	94	3	-46	10	0	-0.9	-4
- CCCn1c(C)cc(/C=C(\C#N)C(=O)OCC(=O)Nc2cc(OC)c(OC)c(OC)c2)c1C
  -8	0	88	91	3	-15	nt	-5	0.0	nt
- O=C(CN1C(=O)NC2(CCCc3ccccc32)C1=O)NCc1ccco1 (configuration not stated)
  -8	-3	109	95	-2	-2	3	-5	-1.8	28
- O=C(OCc1nc2ccc(Cl)cc2n1CCO)c1ccccc1
  -3	6	88	81	4	-41	5	-5	-1.0	22
- O=C(CC(=O)c1ccccc1)Nc1cccnc1
  -4	-1	102	91	0	-11	18	-10	-0.8	nt
- COC(=O)c1sc(N)c(C(=O)OC)c1COC(=O)CNS(=O)(=O)c1ccc(C)c(C)c1
  3	10	98	93	17	-31	8	-3	-2.1	-25
- CC(=O)N1N=C(c2c(-c3ccccc3)c3cc(C)ccc3[nH]c2=O)CC1c1ccco1 (configuration not stated)
  2	-3	70	69	5	-10	3	3	-4.2	6
- CCCC(=O)Nc1ccc(Cl)c(NC(=O)c2cccnc2Cl)c1
  -14	3	101	101	0	3	8	nt	-2.4	-13
- CCc1ccc(C(C)NC(=O)Cn2cnc3c(=O)n(C)c(=O)n(C)c32)cc1 (configuration not stated)
  nt	-5	94	85	2	-15	14	nt	-4.9	2
- CS(=O)(=O)N1CCC(C(=O)Nc2ccccc2F)CC1
  14	0	95	93	3	-12	5	-1	-0.8	8
- CCn1c(SCC(=O)NNC(=S)Nc2ccc(C)cc2)nnc1-c1ccc(Cl)cc1
  -1	-6	87	78	4	-9	4	-5	-0.7	nt
- Cc1cccc(CN(C)CCc2ccccn2)c1
  0	-2	97	92	8	0	5	nt	-2.1	-2
- O=C1c2ccccc2C2(c3ccccc3)NCCN12 (configuration not stated)
  -2	13	86	84	1	-24	6	0	-0.8	7
- CCn1c(=O)c(C(=O)Nc2ccsc2C(=O)OC)c(O)c2ccccc21
  9	4	5	4.7*	4	-9	4	-14	-5.7	-7
- O=C(c1cnn(C(=O)COc2ccc(Cl)cc2)c1)c1ccccc1O
  21	-5	96	97	1	-47	3	-4	-1.3	nt
- c1cncc(Nc2nc(-c3ccncc3)cs2)c1
  1	15	85	92	-7	-31	11	-1	-2.0	-16
- CCN(CC)c1ccc(NC(=O)COC(=O)c2ccc3ccccc3n2)cc1
  -22	-8	96	98	1	-22	31	0	-1.9	14
- COc1ccc(/C=C/C(=O)Nc2cccc(C(C)=O)c2)cc1
  -9	0	83	85	1	-1	11	nt	-1.0	19
- Cc1ccc(C)c(NC(=S)NC2CC3CCC(C2)N3Cc2ccco2)c1 (configuration not stated)
  -25	-10	76	48	3	-5	24	-3	-4.6	-13
- Cc1ccccc1NS(=O)(=O)c1ccc2[nH]cc(C(=O)N(C)Cc3ccco3)c(=O)c2c1
  -25	-26	85	78	1	-45	7	0	-1.7	-2
- CC(=O)NC(Cc1cccc(C)c1)C(=O)NC1CCN(c2ncccc2[N+](=O)[O-])CC1 (configuration not stated)
  2	0	87	80	1	-3	23	-1	0.4	nt
- COc1ccc(OC(C)C(=O)NCc2cccnc2)cc1 (configuration not stated)
  -6	17	106	95	2	-27	6	3	-0.9	-20
- COc1ccc(NC(=O)COc2ccccc2)c(OC)c1
  -15	2	104	93	0	-11	6	1	0.0	18
- Cc1ccc(C(=O)N2CCN(c3ccc(NC(=O)c4ccc(Br)o4)cc3)CC2)cc1
  -6	3	59	70	0	-24	23	nt	-3.8	-9
- COc1ccc(OC)c(/C(O)=C/C(=O)C(=O)Nc2cc(C)ccc2OC)c1
  -5	0	85	86	4	-37	19	0	1.1	4
- CCOC(=O)c1sc(NC(=O)C(OC(C)=O)c2ccccc2)nc1C (configuration not stated)
  2	-2	89	89	-1	-63	5	-1	0.4	nt
- O=c1c2cnn(-c3ccccc3)c2nnn1Cc1ccccn1
  -11	2	96	90	3	-68	30	3	-0.3	-20
- O=C(COC(=O)CNC(=O)C12CC3CC(CC(C3)C1)C2)Nc1ccccc1
  -2	1	98	92	4	-2	11	1	3.4	5
- CC(=O)N1CC=CC1(CC(C)C)C(=O)NCCN1CCOCC1 (configuration not stated)
  -3	-11	90	95	1	14	8	nt	-1.1	nt
- Cn1c2c(c(=O)n(C)c1=O)CN(CCCN1CCOCC1)CN2
  -13	-2	95	89	2	-18	6	-1	-0.3	-3
- O=C1C(Cl)=C(NCC2CCCO2)C(=O)N1CCc1ccccc1 (configuration not stated)
  -28	10	95	87	4	-46	11	0	-4.0	22
- c1cncc(-c2nnc3n2N=C(c2cccs2)CS3)c1
  -14	-11	90	93	6	-10	3	0	1.6	11
- CCn1cc(CNC(=O)/C=C/c2ccc([N+](=O)[O-])cc2)c(C)n1
  -8	7	86	89	-1	-22	6	nt	-2.7	-15
- CCC(=O)N1c2ccc(S(=O)(=O)CCC(=O)NCCC3=CCCCC3)cc2CC1C (configuration not stated)
  -7	-3	86	82	1	1	5	nt	-2.2	-6
- CN1C(=O)CC(n2c(CO)nc3ccccc32)C1=O (configuration not stated)
  -5	-1	96	100	2	-22	19	-1	-1.9	-25
- CC1=NN(c2ccc(Cl)c(C(=O)O)c2)C(=O)C1
  5	3	106	90	1	2	17	-3	4.4	nt
- CCOC(=O)C1C(=O)C=C(c2ccc(Br)cc2)CC1c1ccco1 (configuration not stated)
  -2	-5	31	35	5	-30	11	nt	-2.9	-16
- COc1ccc(/C=C/C(=O)c2ccccc2)cc1COc1ccc(F)cc1
  -11	-3	9	11	7	-52	3	nt	-5.1	-14
- NC(=O)CSc1nc2ccccc2n1-c1ccccc1
  nt	-7	87	91	1	0	7	nt	-4.1	nt
- COc1ccccc1CNC(=S)NCCc1ccccc1
  -1	-3	83	86	1	-27	4	nt	-0.6	nt
- O=C(COc1ccccc1)NCc1nnc(SCC(=O)Nc2nccs2)n1-c1ccccc1
  -5	8	115	105	0	-101	9	0	-0.9	9
- CCN1/C(=C2\C(=O)N(C)C(=S)N2C)C=Cc2ccccc21
  -2	-2	77	78	1	-15	13	-5	0.1	nt
- O=C(CSc1n[nH]c(-c2ccncc2)n1)c1ccccc1
  -13	3	100	102	0	-42	17	0	-3.2	-10
- COc1ccc(CCNC(=O)C(=O)NCCOc2ccccc2)cc1OC
  -2	4	109	89	4	-13	5	-1	3.0	nt
- C=CCC(C#Cc1ccccc1)N(C)C (configuration not stated)
  9	-7	121	97	4	-14	5	0	0.1	nt
- c1ccc(Cc2nc3ccccc3n2Cc2ccccc2)cc1
  -6	11	104	98	2	-50	27	0	-0.8	nt
- NNC(=O)c1ccc(Cn2cc(Cl)cn2)cc1
  -3	0	97	90	1	-28	5	-3	-1.5	nt
- O=C(Nc1ccccc1)O/N=C1\CCCCC1c1ccc([N+](=O)[O-])cc1[N+](=O)[O-] (configuration not stated)
  -11	10	75	82	5	-36	8	nt	-4.1	25
- FC(F)(F)c1ccc2nnc(-c3c(Cl)cccc3Cl)n2c1
  -8	-8	94	99	0	5	25	nt	-0.6	7
- COc1ccc(NC(=O)CN(C)S(=O)(=O)c2cccc3cccnc23)cc1
  -4	-4	101	98	1	-19	5	-1	0.2	0
- CCc1ccc2c(c1)/C(=C/C(=O)c1cccs1)C(=O)N2
  15	28*	0.8*	0.8*	2	1	11	0	-5.6	-3

Remaining list, next part.
Every second line gives: Yeast lifespan up	GALR2 blocker	PTEN del growth	bCat KO growth	NPY Y2 blocker	Yeast growth inh	Measles CPE	Phagocyt inh	MRP-1 activ	E-sel TNF inh
- Cc1ccsc1C(=O)OCC(=O)c1cc2ccccc2o1
  -16	3	85	97	5	-18	20	-2	0.5	nt
- O=C(N/N=C/c1cccnc1)C1CCCN(S(=O)(=O)c2ccccc2)C1 (configuration not stated)
  0	10	87	81	1	-40	21	0	-1.4	-21
- NC(=O)c1oc2ccccc2c1NC(=O)c1nc2ccccc2s1
  -6	13	82	86	-3	-21	3	0	-3.3	nt
- Cc1ccc(OCCn2c(CCCO)nc3ccccc32)cc1
  -12	-6	96	103	6	19	12	4	-2.4	6
- COc1ccc(N2C(=O)CSC23C(=O)N2c4c(cccc43)C(C)=CC2(C)C)cc1 (configuration not stated)
  5	-4	65	76	7	-34	15	2	-1.0	7
- CCN1CCCC1CNC(=O)c1cc2c(-c3ccc(Cl)cc3)nn(C)c2s1 (configuration not stated)
  -10	5	6	3.2*	1	-21	20	nt	-6.7	-10
- Fc1cccc(Cl)c1Cn1nnc(-c2ccc3c(c2)OCO3)n1
  -19	-1	84	74	12	-46	10	0	0.4	-10
- CCN(CCCCCN(C)C)Cc1cc2ccccc2o1
  0	3	88	80	4	-6	14	-6	-3.3	nt
- COc1ccc(C2/C(=C(/O)c3ccccc3)C(=O)C(=O)N2CCN2CCOCC2)c(OC)c1 (configuration not stated)
  -10	-8	85	84	4	-7	20	nt	-2.0	nt
- Cc1ccc(SCCC(=O)NC(C(C)C)C(C)C)cc1
  1	-1	81	89	4	-7	7	-6	-1.2	19
- COc1cc(Cl)c(C)cc1NC(=O)CSc1nc2ccccc2o1
  -2	14	81	83	5	-65	5	0	-1.7	6
- COc1ccc(Nc2nc(-c3cc4cccc(OC)c4oc3=O)cs2)cc1
  -4	-1	51	82	-1	-36	11	-11	-4.9	4
